Yfh1-depleted yeast = mitochondrial function rescue without frataxin homolog – Friedreich's ataxia, plus single-dose screen, dose response (AID 1465); fold induction at 50 µM; hits with a dose series show EC50 in µM; hit rate 0.074% among 220,000; S. cerevisiae Yfh1-off respiration, WST-1 reduction, 72 h; higher fold induction means a stronger effect;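 active = fold induction of absorbance versus untreated yeast above a set limit, then at least 30% activation at any dose in follow-up; inconclusive = repeats straddling the limit, or above it without dose testing; inactive = fold induction below the set limit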;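 note: activators that raise dye reduction in frataxin-depleted yeast; strong numbers were not always called active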
NTR1 agonist = agonists of NTR1, primary screen, imaging, U2OS cells, beta-arrestin-GFP, high content (AID 493036); hit rate 0.17% among 330,000; NTR1-U2OS beta-arrestin-GFP spot imaging, agonist mode; P30989; activation, % at 20 µM;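 active = activation at or above 40% of the spot to cytoplasm intensity ratio, with at least 20 cells analyzed; inconclusive = wells under 20 cells, flagged as cytotoxic or low count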;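 note: 0% = DMSO without peptide and 100% = 100 nM NTR1 peptide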
Target sequence (P30989 whole entry, looked up): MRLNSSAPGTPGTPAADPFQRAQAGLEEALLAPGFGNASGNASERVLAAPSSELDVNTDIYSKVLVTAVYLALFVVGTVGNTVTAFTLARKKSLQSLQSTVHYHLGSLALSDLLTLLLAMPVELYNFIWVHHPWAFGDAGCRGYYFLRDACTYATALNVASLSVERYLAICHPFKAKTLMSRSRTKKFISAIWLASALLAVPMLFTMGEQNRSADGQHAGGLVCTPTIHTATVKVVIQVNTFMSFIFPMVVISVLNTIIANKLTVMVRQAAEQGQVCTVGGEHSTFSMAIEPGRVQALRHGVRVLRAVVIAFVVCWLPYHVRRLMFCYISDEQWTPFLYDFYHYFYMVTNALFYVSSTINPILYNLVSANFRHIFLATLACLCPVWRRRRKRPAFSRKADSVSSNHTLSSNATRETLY
NOD1 inhibition = inhibition of NOD1-driven NF-kB reporter – cell-based, luminescence, uHTS, primary screen (AID 1578); NOD1-driven NF-kB luciferase reporter cells, luminescence; higher % means a stronger effect; one-dose inhibition, % at 4 µM; EC50 in µM for titrated hits; hit rate 1% among 290,000; in the data active = inhibition mostly above about 36%, no sharp cut-off; inactive = mostly below about 34%;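 note: HEK-293T reporter cells stimulated with the NOD1 agonist gamma-tri-DAP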
GPR55 beta-arrestin = selective activators of receptor GPR55 – imaging, U2OS cells, beta-arrestin-GFP redistribution, primary screen (AID 1961); U2OS GPR55 beta-arrestin-GFP redistribution imaging; higher % means a stronger effect; activation, % at 10 µM; hits with a dose series show EC50 in µM; hit rate 0.048% among 290,000;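 active = activation above 40% with more than 50 cells counted in the well; inconclusive = wells holding fewer than 50 cells, flagged as toxic or sparse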;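 note: U2OS osteosarcoma cells stably expressing GPR55 and beta-arrestin-GFP; plate controls were DMSO negative control for no effect and LPI positive control for full effect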
ER stress rescue = rescue of cells from ER stress-induced death, primary screen, 384-well, CSM14.1, thapsigargin, ATP luminescence (AID 1222). CSM14.1 thapsigargin-induced death rescue, ATP luminescence; higher % means a stronger effect. 190,000 tested, under 10 active. cellular ATP content (survival), % at 20 µM, or EC50 in µM where a hit was titrated;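 active = EC50 below 50 µM in the dose-response confirmation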;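 note: death triggered by thapsigargin at about 15 µM added after 2 h compound pretreatment; cell ATP read after overnight thapsigargin exposure of roughly 18 to 22 hours; normalized against plate controls of thapsigargin alone and 5% DMSO vehicle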
KOR beta-arrestin-1 = KOR antagonists, beta-arrestin recruitment, cell-based, luminescence, uHTS (AID 1778); KOR beta-arrestin recruitment, luminescence, antagonist mode; higher % means a stronger effect; one-dose inhibition, % at 10 µM; IC50 in µM for titrated hits; hit rate 0.091% among 290,000; note: strong numbers were not always called active
HEK293 NOD2/NF-kB = NOD2 signaling inhibitors, cell-based, luminescence, uHTS, HEK293 (AID 1566); HEK293 NOD2/NF-kB luciferase reporter, luminescence; higher % means a stronger effect; inhibition, % at 4 µM, or EC50 in µM where a hit was titrated; hit rate 0.63% among 290,000; note: many of its hits are not listed in these tables
KOR beta-arrestin-2 = kappa opioid receptor activators – cell-based, luminescence, uHTS, primary screen (AID 1777) | KOR beta-arrestin recruitment, luminescence; higher % means a stronger effect | hit rate 0.02% among 280,000 | activation, % at 10 µM, or EC50 in µM where a hit was titrated; in the data active = activation above about 50%, passing the limit was not always enough; note: a part of the inactive calls stands beside numbers as strong as those of hits
TNAP activators = stimulation of alkaline phosphatase TNAP activity – biochemical, luminescent, no phosphate acceptor, uHTS, primary screen (AID 1001); hit rate 0.03% among 200,000; activation fold at 20 µM; hits with a dose series show EC50 in µM; purified TNAP, luminescent activation assay, no phosphate acceptor; higher activation fold means a stronger effect; in the data active = activation fold from about 3, or a potency from the dose series; inactive = the rest, 99 in 100 with activation fold below about 1.6; note: many of its hits are not listed in these tables
NTR1 agonist cell count 20 µM = also measured in NTR1 agonist; calls as there; cell count; measured here: cell count, cytotoxicity flag
The depositor's hits bear a star; i = inactive; ? = inconclusive; / = no result given. Cut-off read from the data, not from the text of the source, unless noted: active = inhibition above about 50%; inactive = the rest. This is a subset (hit frequency here may not be typical).

Results follow in this order: Yfh1-depleted yeast | NTR1 agonist | NTR1 agonist cell count 20 µM | NOD1 inhibition | GPR55 beta-arrestin | ER stress rescue | KOR beta-arrestin-1 | HEK293 NOD2/NF-kB | KOR beta-arrestin-2 | TNAP activators
CCN(CC)S(=O)(=O)c1ccc(C)c(NC(=O)COC(=O)c2ccc(C)c(S(=O)(=O)N3CCOCC3)c2)c1
    i | 1.0 | 72 | -9% | 0.0% | 2.5% | -49% | -3% | 1.1% | 1.1
COc1ccc(CN2C(=NC(=O)C3CC3)SC3CS(=O)(=O)CC32)cc1 (configuration not stated)
    / | -0.5 | 62 | -25% | 0.2% | / | 2% | 20% | -2.6% | /
CC(C)C(NC(=O)C1CCCCC1)C(=O)Nc1ccccn1 (configuration not stated)
    i | -0.8 | 67 | -1% | 0.3% | 0.0% | 5% | 10% | -3.0% | 1.1
CCc1ccc(OCC(=O)NC(NC(=S)Nc2ccccc2C)C(Cl)(Cl)Cl)cc1 (configuration not stated)
    i | 7.2 | 83 | -12% | -0.1% | -2.5% | 0% | -71% | 6.7% | 1.2
CCOC(=O)CNC(=O)CCCCCC(=O)NCC(=O)OCC
    i | 0.8 | 66 | -5% | -0.2% | 1.5% | -44% | 0% | 5.2% | 1.1
CSc1ccc(-c2cccc([N+](=O)[O-])c2)nn1
    i | 1.6 | 53 | -51% | -0.1% | / | -3% | -15% | -3.7% | 1
CC(C)c1ccc(C(=O)NN2C(=O)C3CCCCC3C2=O)cc1 (configuration not stated)
    i | -0.1 | 54 | -16% | -0.3% | -1.8% | 20% | -10% | -1.0% | 1
COCCNC(=O)c1ccc2c(=O)n(CCOC)c(=O)[nH]c2c1
    i | 0.3 | 86 | -28% | 0.2% | -1.9% | -20% | 5% | 5.2% | 1
CCOC(=O)c1sc2nc3n(c(=O)c2c1C)CCC(C)CC3 (configuration not stated)
    i | 1.1 | 56 | -11% | 0.3% | -1.2% | 22% | 13% | -2.9% | 1.1
CCCCN(C(=O)NC(=O)Nc1ccccc1OCC)S(C)(=O)=O
    i | -1.2 | 90 | -2% | -0.1% | 1.0% | 11% | 6% | -1.2% | 1.1
Fc1ccccc1CSc1nncn1NCc1cccs1
    i | -2.0 | 84 | -13% | -0.4% | -2.5% | 26% | -3% | -3.8% | 1
N#Cc1cn(Cc2cccc(Cl)c2)c2ccccc12
    i | 2.6 | 52 | 2% | -0.1% | 4.3% | -53% | -94% | 7.0% | 1
COc1ccc(N2CCN(CC(=O)c3ccc(O)cc3O)CC2)cc1
    / | 1.7 | 39 | -17% | -0.2% | / | 15% | 4% | -4.4% | /
CCN(C(=O)c1cc2cccc(OC)c2oc1=O)c1ccccc1
    i | 1.4 | 67 | -10% | -0.1% | -4.0% | 29% | 14% | -5.5% | 1.1
Cn1c(NC(=O)c2ccccc2)c(-c2ccccn2)c(=O)c2ccccc21
    i | 0.9 | 61 | -4% | 0.3% | -1.5% | -17% | -5% | 0.8% | 1
Cc1onc(-c2c(Cl)cccc2Cl)c1C(=O)Nc1nccs1
    / | 4.1 | 44 | -12% | 4.4% | / | -11% | 1% | -0.4% | /
COc1cc2c(cc1OC)CN(c1nc(CN3CCOCC3)nc3sc4c(c13)CCC(C)C4)CC2 (configuration not stated)
    i | 8.2 | 52 | -21% | 0.9% | -1.7% | 27% | -11% | -1.2% | 1.3
CCC1(c2ccccc2)NC(=O)N(CC(=O)Nc2nnc(C3CC3)s2)C1=O (configuration not stated)
    / | 0.2 | 66 | -20% | 0.3% | / | -1% | 9% | 2.3% | /
N#CCC(=O)N/N=C/c1cccc(Oc2ccccc2)c1
    i | 0.4 | 15 | -3% | -0.1% | -1.5% | -23% | 25% | 0.6% | 1.2
Cc1ccc(S(=O)(=O)N2CCCC2)cc1C(=O)N1CCN(Cc2ccccc2)CC1
    / | 0.7 | 55 | -33% | -0.3% | / | -24% | -9% | -1.7% | /
COc1ccc(CCNc2cc(C)nc3c(-c4ccc(Cl)cc4)cnn23)cc1OC
    i | 8.9 | 24 | -13% | 0.0% | -1.1% | 15% | -1% | 2.5% | 1.2
CN1C(=O)c2cccc3c(S(=O)(=O)NCc4ccco4)ccc1c23
    i | 0.1 | 34 | / | -0.2% | / | 15% | 6% | -3.0% | 1.1
COc1ccc(/C=C(\NC(=O)c2ccc([N+](=O)[O-])cc2)C(=O)NCCN2CCOCC2)cc1
    / | 0.8 | 39 | -7% | 0.4% | / | -5% | -4% | 2.5% | /
COc1cccc2c3c(c(=O)[nH]c12)CCC(C)(C)O3
    i | -1.3 | 20 | -38% | 0.1% | 0.0% | 22% | 7% | -0.3% | 1.1
O=c1[nH]c2cc3ccccc3cc2nc1C(F)(F)F
    i | 0.8 | 46 | -35% | -0.3% | -9.6% | -9% | -12% | -1.9% | 1.1
CC(C)(C)C(=O)CSc1nc2ccccc2o1
    i | -0.7 | 52 | -62% | -0.2% | 0.8% | 0% | -65% | 0.2% | 1.1
CCCOC1CCCN(C(=O)c2cc(Cl)c(Cl)cc2C(=O)O)C1 (configuration not stated)
    i | -3.2 | 90 | -28% | 0.2% | -1.5% | -28% | -10% | -3.4% | 1.1
CCCn1c(SCC(=O)NC(C)(C)C)nnc1C(C)C
    i | 0.9 | 62 | -24% | -0.1% | / | -21% | -8% | 3.6% | 1
CCNS(=O)(=O)c1ccc(NC(=O)c2cncc(Br)c2)cc1
    i | 3.6 | 36 | -1% | 0.1% | 0.0% | -18% | 10% | 12% | 1.1
COC(=O)c1sccc1NC(=S)Nc1ccc(F)cc1
    i | -1.2 | 75 | -20% | 0.1% | -1.8% | 9% | 2% | 1.6% | 1.1
Brc1ccccc1-c1nnc(CSc2nnnn2-c2ccccc2)o1
    i | -0.4 | 47 | -1% | -0.1% | -2.1% | 18% | 8% | 0.7% | 1.1
CCS(=O)(=O)N1CCN(S(=O)(=O)c2ccc(F)cc2)CC1
    i | -1.0 | 87 | -22% | -0.1% | -2.3% | 35% | 6% | -5.2% | 1.1
COc1ccc(/C=C/C(=O)Nc2ccc3c(c2)CCC3)cc1OC
    i | 9.5 | 61 | 11% | 0.1% | -0.2% | 26% | 9% | 0.9% | 0.9
COCCN1C(=O)N(C)[C@@H](c2ccccc2)C(C(C)=O)=C1C
    i | -2.4 | 74 | 2% | -0.2% | / | 19% | 3% | -1.5% | /
CS(=O)(=O)N(C(=O)NC(=O)NC1CCS(=O)(=O)C1)C1CCCCC1 (configuration not stated)
    i | -0.6 | 43 | -20% | -0.1% | 1.0% | 5% | 0% | 0.0% | 1.2
O=C(CN1c2ccccc2Sc2ccccc21)N/N=C/c1ccc(Cl)cc1Cl
    i | 4.0 | 47 | 5% | -0.2% | / | 34% | 6% | 4.8% | /
Cc1ccc(C(=O)N2CCN(Cc3ccccc3)CC2)o1
    / | -0.2 | 69 | -35% | -0.2% | / | 12% | 7% | -0.5% | /
CC(C)OCCCNc1ncc2c(n1)CC(c1ccccc1)CC2=O (configuration not stated)
    i | 0.4 | 83 | -7% | -0.3% | 0.6% | -10% | 11% | -6.8% | 1.1
O=C1CCC(=O)N1CCSC(=S)N1CCOCC1
    i | -0.9 | 60 | -8% | 0.3% | / | -13% | 7% | 3.5% | /
Cc1ccc(Cn2ccc(NC(=O)c3c(-c4ccccc4Cl)noc3C)n2)cc1
    i | 1.1 | 40 | 0% | -0.1% | 2.9% | -8% | -13% | -3.9% | 1.1
Cc1ccc(-n2nnnc2CNC(=O)c2ccc3c(c2)OCO3)cc1C
    / | 1.1 | 40 | -18% | -0.3% | / | -17% | 24% | -3.5% | /
O=C(COC(=O)c1ccc2c(c1)C(=O)N(CCc1ccccc1)C2=O)Nc1ccc(OC(F)F)cc1
    i | 5.8 | 69 | -4% | 0.1% | 0.2% | -16% | -8% | 5.2% | 0.9
C[C@@H](C(=O)NCc1ccccn1)[C@@H]1C[C@@]1(C)[C@@H](NC(=O)OCc1ccccc1)c1ccccc1
    i | 2.1 | 54 | -22% | -0.1% | -3.5% | 5% | 0% | 1.7% | 1.1
C/C(=N\Nc1nccnc1Cl)c1ccc([N+](=O)[O-])cc1
    i | -0.4 | 40 | -26% | 0.0% | -1.8% | 13% | 11% | -3.4% | 1
COCCN1Cc2cccc(C(=O)Nc3ccc(-c4nc5ccccc5[nH]4)cc3)c2C1=O
    i | 5.7 | 88 | -15% | -0.6% | -1.6% | 5% | 8% | 3.6% | 1.1
COc1ccc(CCN(C)C(=O)CN2C(=O)c3ccccc3S2(=O)=O)cc1OC
    i | 0.5 | 80 | -20% | -0.2% | -1.5% | -17% | 5% | -4.1% | 1.1
COc1ccc(NC(=O)Nc2ncn(Cc3cccc(C(F)(F)F)c3)n2)cc1OC
    i | 1.8 | 87 | -23% | ? | -1.4% | 30% | 9% | -2.7% | 1.1
COc1ccc(C2(CNC(=O)c3cccc([N+](=O)[O-])c3)CCCCC2)cc1OC
    i | 5.4 | 48 | -3% | 0.3% | -1.7% | 14% | 13% | 4.9% | 1
O=C(NC(=O)c1ccc(Cl)cc1)Nc1ccc(-c2cnco2)cc1
    i | -0.3 | 31 | 0% | -0.1% | / | 35% | 1% | -0.5% | /
O=C(CSc1nc2ccc([N+](=O)[O-])cc2[nH]1)NC1CCCCC1
    i | 1.7 | 53 | 11% | -0.3% | -2.3% | -5% | 14% | 1.2% | 1
CN(C)c1ccc(NC(N)=S)cc1
    i | 0.7 | 81 | 11% | 1.0% | -2.8% | -3% | 9% | 0.9% | 1.1
COC(=O)[C@@H]1C[C@@H]2CC[C@@H](O)C[C@@H]2N1Cc1ccc(Cl)cc1
    i | 0.0 | 60 | 6% | -0.1% | / | 13% | 23% | 2.4% | /
Cc1ccc(NC(=O)c2c(C)nn(-c3ccccc3)c2Cl)c(C)c1
    i | 2.9 | 62 | 22% | -0.1% | 2.5% | -10% | -2% | -1.3% | 1.1
CCC(=O)N1CCN(C(C)=O)C1c1ccccc1 (configuration not stated)
    i | -0.2 | 40 | -15% | 0.0% | -1.0% | 10% | 8% | -2.7% | 1.1
CCC(=NCc1ccccc1)C1=C(O)C(C(=O)OC)C(C)(C)CC1=O (configuration not stated)
    i | -2.0 | 49 | 13% | -0.2% | 1.2% | 9% | -4% | -4.0% | 1.1
O=C(N/N=C/c1ccccc1)c1ccc(CN2C(=O)c3cccc4cccc2c34)cc1
    i | 0.1 | 43 | -6% | -0.4% | 6.5% | -29% | -23% | 3.5% | 1.1
COc1cc(C(=O)c2c(C)c(CCC#N)n3ccccc23)cc(OC)c1OC
    i | -0.2 | 26 | -27% | -0.2% | -1.3% | -25% | -2% | 0.9% | 1.1
O=C(C1CCCN(S(=O)(=O)c2ccccc2[N+](=O)[O-])C1)N1CCN(c2ccccc2)CC1 (configuration not stated)
    i | 2.5 | 60 | -10% | -0.3% | 4.0% | 15% | 5% | -4.3% | 1.1
Cc1ccc(S(=O)(=O)NCCN(CCNS(=O)(=O)c2ccc(C)cc2)S(C)(=O)=O)cc1
    i | 3.8 | 79 | 32% | 0.2% | -1.5% | 6% | 7% | 8.5% | 1

Screening results as filed in PubChem.
